Screening data from PubChem BioAssay.
AmpC detergent – blocks E. coli AmpC beta-lactamase in detergent assay; P00811; actives 0.041% (n = 370,000); AmpC hydrolysis of nitrocefin, absorbance 480 nm, 0.01% Triton; Potency, µM (series often up to 114 µM), without a hit: at the highest dose activity change, negative = inhibition, hits mostly inhibitors;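 also: potency is read from the fitted curve at half-maximal effect; 0% = no-compound wells and -100% = no-enzyme wells; nearly all actives have a fitted effect of over 25% in size; some results filed as inactive show a strong effect at the top dose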
Target sequence (P00811 whole entry, looked up): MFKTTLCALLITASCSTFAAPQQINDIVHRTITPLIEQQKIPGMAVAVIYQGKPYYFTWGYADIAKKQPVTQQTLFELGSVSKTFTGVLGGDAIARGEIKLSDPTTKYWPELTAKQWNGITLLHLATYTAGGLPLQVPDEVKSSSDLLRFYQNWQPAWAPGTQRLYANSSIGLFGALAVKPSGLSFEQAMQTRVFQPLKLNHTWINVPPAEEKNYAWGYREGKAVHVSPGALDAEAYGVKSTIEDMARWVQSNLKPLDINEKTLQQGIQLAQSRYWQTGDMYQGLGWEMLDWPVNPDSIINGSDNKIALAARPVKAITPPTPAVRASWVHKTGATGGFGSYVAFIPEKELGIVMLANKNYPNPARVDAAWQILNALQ
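20 mM phosphate pH 7.0 + 0.01% (detergent screen) or 0.0001% Triton X-100; 5.3 nM AmpC reagent; cpd preinc 15 min RT; nitrocefin (800 uM stock) to start; A480 q20 s × 4 min; Activity was normalised to no-enzyme and no-compound control wells.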
HCMV antiviral – human cytomegalovirus inhibition; HFF cells, HCMV-luciferase reporter, 72 h; stronger effect = lower value; activity change, negative = inhibition, % at 57.5 µM; actives 4.5% (n = 410,000); in the data active = activity change below about -60%; inconclusive = no clear call, values can overlap the other calls; inactive = above about -39%
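Screen run at 2 compound doses on HFFs infected with reporter HCMV, MOI 1 PFU/cell. Luciferase activity from cell lysates at 72 h post infection gave inhibition relative to buffer-only and Salinomycin wells.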
LmPK inhibitor – inhibitors of Leishmania mexicana pyruvate kinase. purified LmPK, Kinase-Glo ATP luminescence, 1 h. actives 0.37% (n = 290,000). AID 1721. Potency, µM (highest dose often 57.5 µM), without a hit: at the highest dose activity change, negative = inhibition, actives largely listed as inhibitors; also: potency is read from the fitted curve at half-maximal effect
Target sequence (Q27686 whole entry, looked up): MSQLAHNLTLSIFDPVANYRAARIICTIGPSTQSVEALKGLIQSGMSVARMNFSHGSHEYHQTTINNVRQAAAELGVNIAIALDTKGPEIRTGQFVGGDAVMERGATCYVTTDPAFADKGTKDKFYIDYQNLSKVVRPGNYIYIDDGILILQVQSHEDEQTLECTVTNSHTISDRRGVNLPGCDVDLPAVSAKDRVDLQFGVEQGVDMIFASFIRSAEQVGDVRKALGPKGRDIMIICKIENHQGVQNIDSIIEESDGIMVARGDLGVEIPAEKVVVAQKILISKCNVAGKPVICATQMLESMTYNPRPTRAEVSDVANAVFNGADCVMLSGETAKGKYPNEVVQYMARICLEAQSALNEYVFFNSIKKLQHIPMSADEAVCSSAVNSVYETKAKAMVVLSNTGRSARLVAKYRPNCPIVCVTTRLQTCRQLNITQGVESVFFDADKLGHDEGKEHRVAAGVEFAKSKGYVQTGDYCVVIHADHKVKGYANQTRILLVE
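qHTS format; LmPK 0.1 nM; substrates PEP 0.5 mM and ADP 0.1 mM. One-hour room-temperature incubation, then coupled luciferase luminescence; 0.5 nM enzyme wells mark activation.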
Tb PYK inh – inhibitors of Trypanosoma brucei pyruvate kinase | Q57TT1 | TbPYK enzyme, Kinase-Glo Plus ATP luminescence, 45 min | Potency, µM (titrated, usually from 76.8 µM), without a hit: top-dose activity, negative = inhibition, most hits filed as inhibitors | actives 0.12% (n = 410,000) | AID 624173; also: potency is read from the fitted curve at half-maximal effect; nearly all actives have a fitted effect of over 50% in size
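T. brucei PYK with substrate was exposed to pin-transferred compounds across a concentration series, then started with 130 uM ADP (final). After 45 min at room temperature, Kinase-Glo Plus luminescence was read, normalized and curve-fitted.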
AmpC no deterg – inhibitors of E. coli AmpC beta-lactamase without detergent | P00811 | AmpC nitrocefin hydrolysis, absorbance 480 nm, 0.0001% Triton | Potency, µM (doses to about 57.1 µM), for the others: at the highest dose activity change, negative = inhibition, usual class: inhibitors | actives 0.52% (n = 330,000);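 also: potency is read from the fitted curve at half-maximal effect; plate controls were no compound for no effect and no enzyme for full effect; nearly all actives have a fitted effect of over 20% in size; some results filed as inactive show a strong effect at the top dose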
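AmpC (5.3 nM in the dispensed reagent) in 20 mM phosphate pH 7.0 with 0.01% (detergent screen) or 0.0001% Triton X-100 was preincubated with compounds for 15 min at room temperature. Nitrocefin was then added from an 800 uM solution, and hydrolysis was followed at 480 nm.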
Sm TGR block – blocks Schistosoma mansoni thioredoxin glutathione reductase. Q962Y6. purified TGR, DTNB reduction, TNB absorbance 405 nm. Potency, µM (highest dose often 114 µM), for inactives: at the top dose activity change, negative = inhibition, usual class: inhibitors. actives 3% (n = 360,000). AID 485364; also: potency is read from the fitted curve at half-maximal effect; nearly all actives have a fitted effect of over 60% in size
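TGR 20 nM + NADPH 100 uM (dispensed conc.), cpd preinc 15 min RT; start with NADPH (500 uM addition) then DTNB (15 mM addition). Kinetic TNB absorbance, 405 nm filter. Four-parameter Hill fit across titration.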
AMA1 RON2 block – AMA1-RON2 (P. falciparum) interaction inhibition; AlphaScreen AMA1-biotinylated RON2 peptide binding; Potency, µM (doses to about 58.2 µM), inactives show top-dose activity change, negative = inhibition, usual class: inhibitors; actives 0.2% (n = 360,000);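 also: potency is read from the fitted curve at half-maximal effect; 0% = vehicle wells and -100% = peptide control; nearly all actives have a fitted effect of over 45% in size; some results filed as inactive show a strong effect at the top dose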
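AMA1 (3D7) with his tag at 25 nM final met compounds first, then biotinylated RON2 peptide at 25 nM; detection used donor plus acceptor beads, 10 µg/mL apiece, read by AlphaScreen after 30 min at room temperature.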
An asterisk follows results filed as active; ? = inconclusive; nt = no result given; & = joins results of further samples; [ ] = remark or other dose. Unless noted, calls follow the shape of the dose curve; as a rule, active = well fitted curve in the direction sought with a large enough effect; inconclusive = small, poorly fitted or top-dose-only effect, or another doubt; inactive = no such curve, though single readings can be large; an effect the other way counts as inactive or inconclusive. Unless noted, % is scaled to controls: 0 for no effect and ±100 for the full control effect. No enrichment for hits. Share with any hit: about 7.4%.

SMILES	AmpC detergent	HCMV antiviral	LmPK inhibitor	Tb PYK inh	AmpC no deterg	Sm TGR block	AMA1 RON2 block
COc1ccccc1N(C)S(=O)(=O)c1ccc(C(=O)OCC(=O)N(C(C)C)C(C)C)cc1	3%	32	5%	4%	78%[activator]	8%	44%[activator]
CCC(OCC(O)CN1CCN(CCN2C(=O)c3cccc4cccc(c34)C2=O)CC1)c1ccccc1 (stereo not given)	?	?	5%	-5%	172%[activator]	-9%	?
O=C(CNc1ccc(F)cc1Cl)Nc1cccc(S(=O)(=O)N2CCCCC2)c1	7%	-17	nt	-4%	-6%	-18%	4%
COc1ccc(-c2nc(C#N)c(NC(C)C)o2)cc1	-11%	43	-2%	-10%	-3%	-3%	4%
Cc1nc2oc3ccccc3c(=O)c2cc1C(=O)O	1%	-9	-11%	-15%	-7%	8%	-1%
Cc1cccc(NC(=O)[C@@H]2CCCN2C(=O)OC(C)(C)C)c1	1%	9	0%	-8%	-2%	6%	-9%
COc1ccc(NC(=O)CN(C)C(=O)C(CCSC)NC(=O)c2ccccc2)cc1 (stereo not given)	-2%	9	2%	-7%	11%	-10%	-3%
COc1ccc(C(C)=O)c(Oc2ccc(S(=O)(=O)N3CCOCC3)cn2)c1	4%	24	nt	4%	13%	-5%	24%
O=[N+]([O-])c1ccc(-n2nnnc2CN2CCOCC2)cc1	11%	-9	1%	-2%	-10%	nt	7%
CCSc1ccc2nnc(-c3cccs3)n2n1	?	-11	4%	0%	1%	8%	-22%
Cc1cc2c(=O)[nH]c(Cc3ccccc3)nc2s1	?	8	-1%	-7%	-10%	-4%	3%[2.32 µM]
COc1cccc(-c2nc(CS(=O)(=O)CC(=O)N3CCOCC3)c(C)o2)c1	-3%	-27	7%	1%	66%[activator]	?	-8%
O=[N+]([O-])c1cc([N+](=O)[O-])c2c(=Nc3ccccc3)n(-c3ccccc3)n(O)c2c1	4%	30	-2%	-7%	-52%	-3%	-11%
COc1ccc(CCNc2ccc(C)cc2)cc1	3%	39	0%	4%	-23%	-1%	-18%
COc1ccc(NC(=O)CN2C(=O)/C(=C3\SC(=S)N(CCC(=O)O)C3=O)c3ccccc32)cc1	0%	nt	-4%	0%	5%	1%	5%
COc1ccccc1/C=C/c1nc(C#N)c(N2CCN(C)CC2)o1	21%	8	nt	0%	nt	0%	nt
COc1ccc(N2CCN(CC(=O)Nc3cc(C)cc(C)c3)CC2)cc1	?	18	2%	1%	111%[activator]	-13%	-21%
CCOc1ccc(/C(CCC(=O)O)=N/NC(=O)c2cccc(S(=O)(=O)Nc3ccccc3OC)c2)cc1	nt	25	nt	0%	-31%	nt	53%[activator]
COc1ccc(CN2CN(C3CCCC3)CSC2=S)cc1	0%	?	8%	-1%	-24%	-32%	77%[activator]
COc1ccc(C2=C(C(C)=O)Sc3nnc(-c4ccccc4)n3N2C(C)=O)cc1	2%	3	nt	-7%	nt	-1%	nt
CCOc1ccccc1NC(=O)Cn1nnc(C(=O)Nc2ccccc2Cl)c1N	0%	-22	6%	5%	-30%	4%	2%
Cc1ccc2c(c1C)NC(=O)CC(c1ccccc1O)=N2	7%	-18	1%	-12%	-26%	0%	-22%
COc1ccc(-c2nnc(SCC(=O)c3cccs3)o2)c(OC)c1	-13%	-26	-2%	2%	37%	4%	0%
O=C(Nc1ccc(F)c(Cl)c1)Nc1csc2ccccc12	8%	-98*	5%	-7%	-46%	-6%	-15%
COC(=O)c1oc2ccc(Cl)cc2c1NC(C)=O	-6%	116	-1%	-6%	-15%	-17%	-5%
CCOc1cc(/C=N\NC(=O)Cn2nnc3ccccc32)ccc1O	-2%	2	-3%	4%	-24%	6%	4%
O=C(c1nc(-c2ccccc2)n(-c2ccccc2)n1)N1CCN(S(=O)(=O)c2ccccc2)CC1	-11%	?	6%	-4%	47%	2%	5%
COC(=O)C1=C(C)N(Cc2ccco2)C(=O)N[C@@H]1c1cccc(C(F)(F)F)c1	?	nt	3%	nt	-10%	28µM*	nt
O=C(O)C1CCC(NSc2ccccc2[N+](=O)[O-])CC1 (stereo not given)	?	64	3%	3%	-27%	?	-18%
CCc1ccc(-c2cc(C(=O)NCCCn3ccnc3)c3ccccc3n2)s1	-10%	nt	0%	nt	100%[activator]	nt	nt

Fetched one by one from above:
SMILES	AmpC detergent	HCMV antiviral	LmPK inhibitor	Tb PYK inh	AmpC no deterg	Sm TGR block	AMA1 RON2 block
COc1ccc(CCNc2ccc(C)cc2)cc1	3%	39	0%	4%	-23%	-1%	-18%
O=C(Nc1ccc(F)c(Cl)c1)Nc1csc2ccccc12	8%	-98*	5%	-7%	-46%	-6%	-15%

New compounds follow:
SMILES	AmpC detergent	HCMV antiviral	LmPK inhibitor	Tb PYK inh	AmpC no deterg	Sm TGR block	AMA1 RON2 block
CCCCOc1ccc(C(=O)N/C(=C/C=C/c2ccccc2)C(=O)NC)cc1	-1%	-3	-3%	2%	135%[activator]	6%	12%
CCOC(=O)C1CCCN(c2c(NCCN3CCCCC3C)c(=O)c2=O)C1 (stereo not given)	?	1	-1%	-2%	3.5µM*	0%	-2%
C=CCc1cccc([C@@H]2[C@@H](C)CC[C@H]3C(=O)N4[C@@H](c5cc(OC)c(OC)c(OC)c5)c5[nH]c6ccccc6c5C[C@H]4C(=O)N23)c1	?	nt	2%	nt	81%[activator]	-17%	nt
Cc1cccc(NC(=O)c2cc(-c3cc(C)ccc3O)n[nH]2)c1	-8%	71	1%	-4%	-30%	-18%	72%[activator]
CCC1CCCCN1CCCNC(=O)Cn1ncc2c([nH]c3ccc(C)cc32)c1=O (stereo not given)	-2%	nt	-13%	2%	1%	-8%	-6%
COc1cccc(-n2cc(-c3ccc(F)cc3)[nH]c2=S)c1	-4%	-11	-11%	?	-52%	-18%	63%[activator]
O=C(Nc1ccc(N2CCOCC2)c([N+](=O)[O-])c1)c1ccco1	3%	-12	-3%	-4%	-16%	7%	11%
CCOc1cccc(-c2nnc3n2N=C(c2cc(OC)ccc2OC)CS3)c1	1%	16	2%	1%	130%[activator]	-8%	-20%
CCOc1cc(NS(=O)(=O)c2ccc(OC)cc2)c(OCC)cc1NC(=O)c1ccco1	-2%	-97*	2%	2%	-13%	-13%	15%
COc1cc([N+](=O)[O-])ccc1NC(=O)C[n+]1cccc(C(C)=O)c1	-9%	28	1%	2%	-3%	7%	-8%
Cc1cccc(NC(=O)CSc2nc3c([nH]c4ccccc43)c(=O)n2C)c1	0%&-7%	34&15	4%	-3%&-3%	-2%	-3%&-3%	-8%
COc1cc(C)c(CN2CCN(c3ccccc3)CC2)cc1C	3%	1	2%	-17%	-6%	4%	?
CCCCCCn1c(SCC(=O)Nc2cc(C)on2)nc2ccccc2c1=O	0%	-63*	-1%	-7%	-17%	8%	-3%
COc1ccc(NC(=O)C2(c3cccs3)CCOCC2)cc1Cl	4%	16	nt	6%	nt	3%	nt
Cc1ccc(-c2nc3ncccn3c2Nc2ccccc2C)o1	9%	0	-2%	-22%	1%	40µM*	-7%
CN(C(=O)C1CCN(S(=O)(=O)c2ccccc2[N+](=O)[O-])CC1)C1CCCCC1	nt	29	nt	8%	17%	nt	-25%
Cc1cccc(C)c1NC(=O)C(c1ccc(Cl)cc1Cl)N1CCCCC1 (stereo not given)	-14%	40	2%	3%	-16%	0%	0%
O=C(Nc1ccc2c(c1)OCCO2)C(c1ccnc2ccccc12)N1CCN(c2ccc(F)cc2)CC1 (stereo not given)	nt	2	nt	-2%	nt	nt	?
CCOc1ccc(NC(=O)CCC(=O)N/N=C/c2ccc([N+](=O)[O-])s2)cc1	1%	-29	3%	-7%	-11%	-6%	18%
Cc1cccc(-n2ncc(C(=O)N3CCN(c4ccc(C)cc4C)CC3)c2C2CCN(C(=O)OC(C)(C)C)CC2)c1	16%	?	nt	1%[15.4 µM]	nt	12%	nt
CC(C)(C)OC(=O)NCCCCCNC(=O)c1[nH]cnc1C(=O)Nc1ccccc1	-2%	26	nt	-3%	86%[activator]	-5%	120%[activator]
Cc1nc(C(F)(F)F)ccc1C(=O)N1CCC1(C)C(=O)NS(=O)(=O)c1ccc2ccccc2c1 (stereo not given)	nt	-23	nt	-14%	nt	nt	10%
COC(=O)C1=C(c2cc3ccccc3o2)C[C@@H]2CC[C@H]1N2C(=O)N1CCC(C)CC1	nt	9	nt	1%	nt	nt	-19%
CCc1cccc(C)c1NC(=O)CSc1n[nH]c(-c2ccccc2)n1	1%	-12	nt	-1%	nt	4%	nt
Cc1cc(Br)ccc1SCC(=O)NCC(c1ccco1)N1CCCCC1 (stereo not given)	-8%	-17	nt	0%	49%	?	-17%
O=C(Nc1cccc(S(=O)(=O)N2CCCCC2)c1)c1cc2ccccc2o1	6%	-3	nt	-9%	-34%	1%	1%
CCn1c(=O)n(CC)c2cc(N3CCCC3)c(NC(=O)c3ccccc3)cc21	-3%	13	2%	-17%	81%[activator]	-6%	-9%
C[C@H](CO)N1C[C@H](C)[C@@H](CN(C)C(=O)Nc2ccccc2F)OCc2cnnn2CCCC1=O	nt	4	nt	-14%	nt	nt	-9%
O=S(=O)(Nc1cc(Sc2cccc3cccnc23)c(O)c2ccccc12)c1ccccc1	-9%	-100*	-12%	nt	-10%[2.29 µM]	3.5µM*	nt
COc1ccc(-n2c(SCC(=O)Nc3sc4c(c3C#N)CCCC4)nnc2-c2ccc(O)cc2)cc1	0%	-16	3%	nt	-31%	-22%	-8%
CCOc1ccc(OCC)c(NS(=O)(=O)c2cn(C)cn2)c1	-7%	-25	0%	3%	-22%	6%	-7%
Cc1nnc(SCC(=O)Nc2nc3c(s2)CC(C)CC3)s1 (stereo not given)	-5%	8	1%	3%	-12%	1%	10%
Cc1c(C(=O)Nc2ccccc2Br)oc2ccc(S(=O)(=O)N3CCOCC3)cc12	-2%	-36	nt	-8%	nt	-20%	nt
COc1ccc(OCC(=O)NCCCn2ccnc2)cc1	2%	14	0%	0%	4%	0%	-16%
CC(Cc1ccccc1)NC=O (stereo not given)	-9%	-6	-6%	7%&6%	-3%	0%	-7%
Cc1noc(C)c1COC(=O)CCOc1ccccc1	4%	-22	0%	3%	-15%	3%	-7%

Looked up above.
Under Tb PYK inh, `CCSc1ccc2nnc(-c3cccs3)n2n1` shows 0%
Under Tb PYK inh, `O=[N+]([O-])c1ccc(-n2nnnc2CN2CCOCC2)cc1` shows -2%
